Compound activity: PubChem, The Scripps Research Institute Molecular Screening Center
FBW7 activator: FBW7 E3 ligase activators, primary screen, biochemical, AlphaScreen, human. AlphaScreen FBW7–phospho-cyclin E peptide binding, activator screen. normalized activity (activation), % at 26.1 µM. AID 1259310, 2017. F-box/WD repeat-containing protein 7 (Homo sapiens), Q969H0. 650,000 compounds, 0.13% hits; in the data active = normalized activity above about 1.9%;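 also: purified mutant Fbw7 with reduced substrate affinity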
MITF inh: MITF inhibitors, primary screen, biochemical, AlphaScreen, human | AlphaScreen MITF homodimerization, bead proximity signal | inhibition, % at 2.6 µM | 650,000 compounds, 0.91% hits | AID 1259374, 2018; in the data active = inhibition above about 50%;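 also: 0% = vehicle wells with protein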
Target sequence (O75030 whole entry, looked up): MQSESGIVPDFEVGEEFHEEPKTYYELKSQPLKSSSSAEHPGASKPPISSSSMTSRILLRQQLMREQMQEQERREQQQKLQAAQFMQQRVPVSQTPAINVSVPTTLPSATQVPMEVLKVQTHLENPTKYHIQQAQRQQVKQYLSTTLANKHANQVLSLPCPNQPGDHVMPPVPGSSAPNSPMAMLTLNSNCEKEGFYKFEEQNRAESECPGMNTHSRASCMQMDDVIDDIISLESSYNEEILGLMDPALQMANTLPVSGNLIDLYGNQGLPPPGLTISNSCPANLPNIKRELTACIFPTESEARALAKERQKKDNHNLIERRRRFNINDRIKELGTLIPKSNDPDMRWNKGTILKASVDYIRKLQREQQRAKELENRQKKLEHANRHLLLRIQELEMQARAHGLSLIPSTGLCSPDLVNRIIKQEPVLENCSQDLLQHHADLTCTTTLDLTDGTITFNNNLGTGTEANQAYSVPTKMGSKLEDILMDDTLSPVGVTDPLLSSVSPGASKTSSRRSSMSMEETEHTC
GPR151 ag: activators of human GPR151, primary screen, cell-based, PathHunter beta-arrestin, luminescence | PathHunter beta-arrestin GPR151 cells | 650,000 compounds, 1% hits | G-protein coupled receptor 151 (Homo sapiens), Q8TDV0 | activation, % at 11.2 µM; in the data active = activation above about 4.9%;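 also: 0% = median of compound wells and 100% = cells with positive control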
Target sequence (Q8TDV0 whole entry, looked up): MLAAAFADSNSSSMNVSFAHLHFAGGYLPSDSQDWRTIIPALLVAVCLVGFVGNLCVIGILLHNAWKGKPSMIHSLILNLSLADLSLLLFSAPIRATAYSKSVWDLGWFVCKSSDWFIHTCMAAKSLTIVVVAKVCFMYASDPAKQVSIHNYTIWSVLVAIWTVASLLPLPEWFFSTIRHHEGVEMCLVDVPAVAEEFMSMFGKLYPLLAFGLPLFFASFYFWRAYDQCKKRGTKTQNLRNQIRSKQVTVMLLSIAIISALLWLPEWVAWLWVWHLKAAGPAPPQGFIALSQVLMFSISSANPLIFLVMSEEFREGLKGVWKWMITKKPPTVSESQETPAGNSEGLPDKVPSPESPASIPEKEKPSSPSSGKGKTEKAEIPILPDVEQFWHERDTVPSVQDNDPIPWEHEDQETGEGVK
TEAD-YAP inh: TEAD-YAP interaction inhibition, primary screen, TEAD-YAP interaction inhibitor project, luminescence, HEK-TIYL cells; TEAD-Gal4/YAP UAS-luciferase luminescence; inhibition, % at 9.12 µM; 640,000 compounds, 1.4% hits; AID 1259422, 2018; in the data active = inhibition above about 32%;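 also: 0% = median of test compound wells and 100% = reference inhibitor wells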
Numbers without * were called inactive; & = joins results of further samples.

SMILES	FBW7 activator	MITF inh	GPR151 ag	TEAD-YAP inh
Cc1c(Br)c(=O)oc2c(Br)c(O)c(O)cc12	-0.1	7	-0.8	3
N#C/C(=C(/O)COC(=O)CNS(=O)(=O)/C=C/c1ccccc1)c1nc2ccccc2[nH]1	0.0	-2	0.9	13
Cc1nnc(SCc2cc(=O)oc3cc(O)ccc23)s1	0.1	6	-0.3	-9
Cc1cccc(C)c1NC(=O)CSc1ccc(C(F)(F)F)cn1	0.4	14	0.0	8
COc1ccc(-c2nc(Nc3ccc(Br)cc3C)c3ccccc3n2)cc1OC	-0.1	7	2.4	-15
O=C(NCCO)c1ccccc1NS(=O)(=O)c1ccc(F)cc1	0.0	-2	-2.0	-2
CC1(c2ccc(OC(F)F)cc2)NC(=O)N(CC(=O)Nc2ccc(Cl)cc2F)C1=O (stereo unspecified)	-0.2	-3	0.4	0
CC(C)CN1C(=O)c2ccc(C(=O)Nc3ccccc3C(=O)O)cc2C1=O	-0.1	-1	-5.1	-61
Cc1ccc(NC2OC(=O)c3ccccc32)cc1F (stereo unspecified)	0.1	16	-0.3	13
COc1ccccc1-n1nnc(C(=O)NCc2ccccc2)c1N	0.6	1	0.1	-9
CC(=O)Oc1ccccc1C(=O)OCC(=O)c1ccc(OCc2ccccc2)cc1	0.1	8	1.9	-10
CCOC(=O)c1ccc(NC(=S)Nc2ccc3cn[nH]c3c2)cc1	-0.1	-5	1.9	-1
CN(C)C(=O)c1cn(-c2ccccc2)nc1-c1ccc([N+](=O)[O-])cc1	0.0	-3	-0.7	7
Cc1cc([N+](=O)[O-])ccc1N/C=C/C(=O)c1cccs1	0.1	-11	0.8	-15
O=C(NCCO)C1COc2ccccc2O1 (stereo unspecified)	-0.1	-8	-1.8	-6
CN(CCc1ccccn1)Cc1ccccc1C(F)(F)F	0.5	35	-1.1	-2
COc1cc(/C=N\NC(=O)c2ccc(=O)[nH]n2)cc(OC)c1OC	0.0	-1	1.6	-2
O=C(CSc1cccc[n+]1[O-])N1CCc2ccccc21	0.6	29	-0.9	-20
O=C1CC(Sc2ccc(Oc3ccc(SC4CC(=O)N(c5ccccc5)C4=O)cc3)cc2)C(=O)N1c1ccccc1 (stereo unspecified)	0.0	19	-0.7	1
CC(=O)Nc1nn2c(-c3ccco3)nnc2s1	0.3	4	-0.5	14

Continued; it opens with the two that closed the last part.
SMILES	FBW7 activator	MITF inh	GPR151 ag	TEAD-YAP inh
O=C1CC(Sc2ccc(Oc3ccc(SC4CC(=O)N(c5ccccc5)C4=O)cc3)cc2)C(=O)N1c1ccccc1 (stereo unspecified)	0.0	19	-0.7	1
CC(=O)Nc1nn2c(-c3ccco3)nnc2s1	0.3	4	-0.5	14
Cc1ccc2nc(C)c(C(=O)NN=C3CCCCCC3)n2c1	0.0	-5	1.1	58*
O=C(CSc1nnnn1-c1ccccc1)N/N=C/c1ccc(O)cc1	-0.1	-2	-0.1	2
COc1ccc(C2CC(=O)C3=C(C2)NC(C)=C(C(=O)OC2CCCCC2)C3c2ccc(OC)cc2OC)cc1 (stereo unspecified)	0.0	-15	0.0	1
COc1ccc(C(=O)CSc2nc(C)[nH]c2[N+](=O)[O-])cc1Br	-0.2	5	3.1	-4
COc1cccc(OC)c1C(=O)N1CCN(C(=O)CCC2CCCC2)CC1	0.5	2	1.3	-6
O=C(Cn1c(=O)[nH]c2ccsc2c1=O)NC1CCCCC1	0.8	7	5.3*	-5
Fc1ccc(CSc2nnc(-c3ccccc3)n2Cc2ccccc2)c2ccccc12	1.2	3	2.1	5
Cn1c(=O)cc(OCCCC(=O)Nc2cccc(C(F)(F)F)c2)c2ccccc21	-0.2	0	2.5	-8
C=CCNC(=O)c1ccccc1NC(=O)c1ccc(NS(=O)(=O)c2ccc(C)cc2)cc1	0.0	-8	0.1	-2
CCC(C)C(NC(=O)OC(C)(C)C)C(=O)NC(C(=O)NC(CCC(=O)OCc1ccccc1)C(N)=O)C(C)C (stereo unspecified)	0.1	3	-0.3	-2
CN1C(=O)CC(N2CCN(c3ccc(Cl)cc3)CC2)C1=O (stereo unspecified)	0.0	5	-0.8	16
C/C(=N\Nc1nc(Nc2ccc([N+](=O)[O-])cc2)nc(N2CCCC2)n1)c1ccccc1	0.2	-3	1.0	5
CCCN1CCN(C(=O)c2cccc3c2C(=O)N(CCOC)C3)CC1	0.2	-1	-0.3	-6
CC1CCC(NCCNC(=O)c2cccs2)CC1 (stereo unspecified)	0.1	20	-0.5	3
CCOC(=O)N1CCC(Nc2c(Nc3ccc(Cl)cc3)c(=O)c2=O)CC1	-0.1	-1	0.1	-6
NC(=O)c1ccc(-n2nnnc2SCc2ccccn2)cc1	0.1	13	-0.7	-3
CCOCCN1CCN(c2nc3ccccc3c3nc(C)nn23)CC1	0.1	15	-0.8	-6
Cc1ccc(C2=CC(c3ccc(Cl)cc3Cl)n3ncnc3N2)cc1 (stereo unspecified)	0.1	11	4.5	3
CN(CC(=O)Nc1nccs1)S(=O)(=O)c1ccc(Cl)cc1	0.1	-4	0.1	11
COc1cccc(C2C3=C(CC(c4ccc(C)cc4)CC3=O)Nc3ccccc3N2C(=O)C2CC2)c1 (stereo unspecified)	-0.1	-6	4.9	-2

2 consecutive compounds already listed, for reference:
SMILES	FBW7 activator	MITF inh	GPR151 ag	TEAD-YAP inh
CN(CC(=O)Nc1nccs1)S(=O)(=O)c1ccc(Cl)cc1	0.1	-4	0.1	11
COc1cccc(C2C3=C(CC(c4ccc(C)cc4)CC3=O)Nc3ccccc3N2C(=O)C2CC2)c1 (stereo unspecified)	-0.1	-6	4.9	-2

Quoted at random: 7 records from the list.
SMILES	FBW7 activator	MITF inh	GPR151 ag	TEAD-YAP inh
CCOCCN1CCN(c2nc3ccccc3c3nc(C)nn23)CC1	0.1	15	-0.8	-6
Cc1ccc2nc(C)c(C(=O)NN=C3CCCCCC3)n2c1	0.0	-5	1.1	58*
Cn1c(=O)cc(OCCCC(=O)Nc2cccc(C(F)(F)F)c2)c2ccccc21	-0.2	0	2.5	-8
COc1cccc(OC)c1C(=O)N1CCN(C(=O)CCC2CCCC2)CC1	0.5	2	1.3	-6
Cc1ccc(C2=CC(c3ccc(Cl)cc3Cl)n3ncnc3N2)cc1 (stereo unspecified)	0.1	11	4.5	3
C=CCNC(=O)c1ccccc1NC(=O)c1ccc(NS(=O)(=O)c2ccc(C)cc2)cc1	0.0	-8	0.1	-2
CCCN1CCN(C(=O)c2cccc3c2C(=O)N(CCOC)C3)CC1	0.2	-1	-0.3	-6

Following part.
SMILES	FBW7 activator	MITF inh	GPR151 ag	TEAD-YAP inh
O=C(NCc1ccc2c(c1)OCO2)Nc1cccc(F)c1	0.0	-1	-0.7	-18
CCNC(=O)/C(=C\c1ccc(F)cc1)NC(=O)c1ccccc1	-0.1	-11	0.3	4
O=C(CCCCC(=O)Nc1ccc(Cl)cc1)Nc1ccc(Cl)cc1	0.1	12	0.2	-1
COc1ccccc1Nc1nc2ccccc2nc1NS(=O)(=O)c1ccc(C)cc1	-0.2	-3	0.9	-2
CC(C)(C)CC(C)(C)c1ccc(OCC(=O)NNC(=O)c2ccc(Cl)cc2Cl)cc1	-0.1	-5	0.4	10
CCC(C)NC(=O)CSc1nnc(-c2ccoc2C)n1CC1CCCO1 (stereo unspecified)	-0.1	-6	0.5	0
Cc1ccc(CN2CC34C=CC(O3)C(C(=O)NC3CCCC3)C4C2=O)cc1 (stereo unspecified)	0.1	8	-0.1	4
CC(C)n1c(-c2cccs2)nc2c(NCCOc3ccccc3)ncnc21	0.7	4	-0.8	8
CCCCNC(=O)CSc1nc2ccc(NC(=O)c3ccc(C(C)(C)C)cc3)cc2s1	0.3	16	0.4	4
Cc1cc(=O)n2nc(N3CCCC(C(=O)NCCCSC4CCCCC4)C3)sc2n1 (stereo unspecified)	0.1	6	1.2	9
O=C(c1ccc(C(=O)N(c2ccccc2)c2ccccc2)cc1)N(c1ccccc1)c1ccccc1	0.0	-3	0.6	-2
Cc1cc(C)cc(NC(=O)c2oc(C)nc2C)c1	0.1	7	-0.2	-8
O=C(NCc1ccc(Cl)cc1)C1CC(=O)N(c2ccc(O)cc2)C1 (stereo unspecified)	-0.1	-4	-0.2	-2
CCOc1cc(/C=C2/SC(=O)N(CC(=O)OC)C2=O)ccc1O	-0.1	-20	3.0	-10
Cc1ccc(NC(=O)N2CCN(c3cccc(Cl)c3)CC2)cc1	-0.2	-2	-1.7	-10
OC(COc1ccc(F)cc1)Cn1cnc(-c2ccccc2)c1 (stereo unspecified)	0.0	16	-0.9	-5
CCc1ccc2[nH]c(=O)c(CN(CCO)S(=O)(=O)c3ccc([N+](=O)[O-])cc3)cc2c1	-0.1	-4	1.4	6
CC(C)(C)CC(C)(C)c1ccc(OCC(=O)NNC(=O)c2ccc(F)cc2)cc1	0.3	11	0.5	15
COc1cccc(NC(=O)Nc2nnc(N3C(C)CCCC3C)s2)c1 (stereo unspecified)	0.4	10	-1.7	5
COc1ccc(C2/C(=C(/O)c3ccc(C)cc3)C(=O)C(=O)N2CC(C)O)c(OC)c1 (stereo unspecified)	0.0	11	0.6	-2
C=CC[C@H]1CC(C)=C[C@H](CC=C)N1Cc1nc(N2CCN(C(C)=O)CC2)c2ccccc2n1	-0.2	-3	0.1	-7
COc1cccc(C(=O)N2CCN(Cc3cccc(Oc4ccccc4)c3)CC2)c1OC	-0.1	43	4.1	-4
Cc1ccc([N+](=O)[O-])c(OCCN2CCNCC2)c1	0.2	47	0.0	3
CN1CCN(CCC(=O)Nc2ccc(OC(F)(F)Cl)cc2)CC1	0.0	-14	-0.2	8
O=C(CN(Cc1ccccc1)S(=O)(=O)c1ccc(Br)cc1)N1CCCC1	0.0	0	1.7	-6
CCOC(=O)C1=NNC(C(=O)c2ccccc2)C1c1ccc(C)cc1 (stereo unspecified)	0.1	1	0.0	1
CC(=O)N1CCc2cc(Br)cc(S(=O)(=O)NCCCN3CCN(C)CC3)c21	0.1	10	-0.2	2
CCOC(=O)CCNC1=CC=C(Nc2ccc(C)cc2)C2C(=O)c3ccccc3C(=O)C12 (stereo unspecified)	0.2	24	4.6	4
COc1c2ccoc2nc2c(OC)cccc12	-0.2	21	1.1	-9
O=C(Nc1ccc([N+](=O)[O-])cc1)/C(=C\c1ccco1)NC(=O)c1ccccc1Cl	0.0	0	-0.5	13
O=C(COc1ccc(Cl)cc1)Nc1ccc(N2CCCCC2)c(Cl)c1	-0.2	7	-0.1	1
Cc1ccc(C2CC(c3cccs3)=NN2C(=O)CSc2ncccn2)cc1 (stereo unspecified)	0.0	13	2.0	1
Cc1c(C(=O)Nc2nnc(SCC(=O)NC3=NCCS3)s2)cccc1[N+](=O)[O-]	-0.1	2	0.7	2
CCN(CC)C(=O)C1CCCN(c2cc(C(=O)NCCN(C(C)C)C(C)C)ccn2)C1 (stereo unspecified)	-0.1	-2	6.2*	-4
Cc1cccc2cc(CN(Cc3ccco3)C(=O)CC(C)(C)C)c3nnnn3c12	0.5	19	1.2	4
CC12CCC(=O)N1C(C(=O)N=c1sccn1Cc1ccc(Cl)cc1Cl)CS2 (stereo unspecified)	-0.1	-6	4.1	-7
Cc1nc(/N=C(\N)NC(=O)c2ccc([N+](=O)[O-])cc2)nc2ccccc12	0.6&0.4	15&16	1.1&1.3	5&10
CC(=O)c1ccc(NS(=O)(=O)c2cc(C(=O)Nc3ccccc3C)ccc2C)cc1	-0.1	3	-0.4	-7
